Bioassay records: PubChem BioAssay, several laboratories
sdo1 growth = compounds rescuing growth of sdo1-depleted yeast, bone marrow failure model | S. cerevisiae sdo1-depleted JHY4D growth rescue, OD600 30 h; hits give high values; pdr5 snq2 efflux-pump mutant strain | z-score at 10 µM | 140,000 compounds, 0.21% hits;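 active means z-score above 3 at both the 24 hr and the 30 hr optical density reads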;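 further: z-score against mean and SD of all compound wells on the same plate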
INS promoter inh = TRM-6 insulin promoter activity inhibition; TRM-6 cells (human fetal islet line), insulin promoter-eGFP reporter, imaging; reporter expression induced with tamoxifen; inhibition, % at 2 µM; 130,000 compounds, 0.9% hits; AID 1273;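 active means inhibition above the mean plus 3 SD, with well images judged a real hit on visual review, cut at about 60% in these data, passing the limit was not always enough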
sdo1 growth Rescue 24 h = further read-out of sdo1 growth, marked with its call; z-score; S. cerevisiae sdo1-depleted JHY4D growth rescue, OD600; measured here: growth rescue at 24 h;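 0 is the plate mean of compound wells and units are plate SD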
An asterisk follows results filed as active; · = not tested or not shown; [ ] = remark or other dose.

Each structure is followed by: sdo1 growth, INS promoter inh, sdo1 growth Rescue 24 h
CCOC(=O)c1c(C)[nH]c(C(=O)CSc2nnnn2-c2ccc(C)cc2)c1C
  0.21, ·, 2.8
CCCC(C)C(=O)Nc1cccc(NC(C)=O)c1 (stereo unspecified)
  -0.33, ·, 1.9
CC(C)c1ccccc1NC(=O)COc1ccc(C(=O)NCCc2ccccc2)cc1
  -0.63, -46, -0.05
O=C(Nc1nc(-c2ccco2)c(-c2ccco2)s1)C1CC(=O)N(c2ccc3c(c2)OCCO3)C1 (stereo unspecified)
  -0.33, ·, 1.5
O=C(CCc1ccccc1)NNC(=O)C12CC3CC(CC(C3)C1)C2
  1, ·, 0.51
Cc1cc(=O)n2c(nc3ccccc32)[nH]1
  1.9, -281, 2.4
CCc1ccc(Nc2cc(=O)n(C3CCCCC3)c(=O)[nH]2)cc1
  -1.9, 38, -1.8
COc1ccc(C(=O)Nc2nc(-c3cccs3)c(NC(C)=O)s2)cc1
  -0.67, -88, 0.21
CCOC(=O)c1cccc(N2C(=O)C3C(C(=O)NC4CC4)C4(C)C=CC3(O4)C2C(=O)NC(C)(C)C)c1 (stereo unspecified)
  -0.16, -62, -0.63
Brc1ccc2c(c1)C(C1=NCCN1)c1ccccc1CS2 (stereo unspecified)
  0.5, -285, -0.17

Following part
Each structure is followed by: sdo1 growth, INS promoter inh, sdo1 growth Rescue 24 h
C=C(C)c1cccc(C(C)(C)NC(=O)Nc2ccc(C)cn2)c1
  -1.1, ·, -0.64
CCOc1ccc(N2CC(C(=O)Nc3ccc(S(=O)(=O)N4CCOCC4)cc3)CC2=O)cc1 (stereo unspecified)
  -0.67, ·, -1
CC(C)OC(=O)CCCNc1ccc([N+](=O)[O-])cc1[N+](=O)[O-]
  0.07, 10, -0.81
CC1(C)Cc2nc3sc(C(=O)NCCO)c(N)c3cc2CO1
  0.36, -162, -0.49
CNC(=S)Nc1cccc(S(=O)(=O)NC2=NCCC2)c1
  ·, -45, ·
O=C(Nc1ccc(Cn2cccn2)cc1)c1ccc(COc2ccc(Br)cc2)cc1
  -0.18, 22, 0.85
CC(C)NS(=O)(=O)c1ccc(CCC(=O)Nc2cc(Cl)ccc2Oc2ccccc2)cc1
  -0.85, 10, -1.5
CS(=O)(=O)Nc1ccc(C(=O)N2CCCC2)cc1
  8.8*, -63, 8.6*
CC(C)c1cc(CN2CCN(CCC#N)CC2)cc(C(C)C)c1O
  1.5, -12, 0.5
O=C(NC(=S)N(CCO)Cc1ccccc1)c1cc(Br)ccc1Cl
  ·, 11, ·

(continued)
Each structure is followed by: sdo1 growth, INS promoter inh, sdo1 growth Rescue 24 h
Cc1c(C(=O)N2CCOCC2)sc2nc(-c3ccccc3)cn12
  0.4, ·, -0.31
COC(=O)c1cccc(CSc2nnc(C)s2)c1
  0.45, 3, 0.1
C=CCn1c(C)cc(C(=O)CSc2nnc(NCc3ccccc3)s2)c1C
  -2.2[9.2 µM], -22, -1.2
COc1cccc(C(C)NC(=O)Nc2cccc(C(F)(F)F)c2)c1 (stereo unspecified)
  -0.9, -62, -0.31
Cc1ccc2[nH]c3c(=O)n(CCC4=CCCCC4)cnc3c2c1
  -0.3, -36, -1.2
COc1ccc(CN(C2CCCCC2C)S(=O)(=O)c2ccc(S(=O)(=O)N(C)C)cc2)cc1OC (stereo unspecified)
  -0.07, -24, 0.17
C=CCNC(=O)c1ccc(Cn2c(=S)[nH]c3cc4c(cc3c2=O)OCO4)cc1
  0.62, -3, 0.3
COc1ccc(C(=O)Nc2c3c(nn2-c2cccc(Cl)c2)CS(=O)C3)cc1 (stereo unspecified)
  0.39, ·, 0.1
CCCn1nnnc1SCC(=O)NNC(=O)C1CCCCC1
  0.5, 7, 0.8
CCn1c(SCC(=O)Nc2cccc(F)c2)nc2c(c1=O)SC(C)C2 (stereo unspecified)
  -0.42, ·, -0.97

(cont.)
Each structure is followed by: sdo1 growth, INS promoter inh, sdo1 growth Rescue 24 h
CCOC(=O)N1CCN(C(=O)C(NC(=O)c2ccc(CC)cc2)C(C)C)CC1 (stereo unspecified)
  0.51, -12, 0.33
Cn1cc([N+](=O)[O-])c(C(=O)N(Cc2ccccc2)Cc2ccccc2)n1
  -0.88, 38, -1.1
CCOC(=O)c1c(C)[nH]c(C(=O)COC(=O)CSC)c1C
  0.59, 19, 0.24
COc1ccc(OC)c(NC(=O)C23CCC(C)(C(=O)C2)C3(C)C)c1 (stereo unspecified)
  -0.04, -331, -0.25
CCOC(=O)CSc1nc(N)nc(C)c1Cl
  ·, 7, ·
CC(C)C[C@H](NC(=O)[C@@H]1O[C@H]1C(=O)O)C(=O)NCCCCN=C(N)N
  1, 38, 1.1
COc1cc(Cl)c(C)cc1NC(=O)CSc1ccccc1
  -0.21, -63, 0.59
CN(C(=S)NC(=O)/C=C/c1ccc(F)cc1)C1CCCCC1
  -0.13, 14, -1.3
O=C1C2C3C=CC(C2C(=O)N1C1CCCCC1)C1C(=O)N(C2CCCCC2)C(=O)C31 (stereo unspecified)
  -0.1, ·, -0.1
CC1(C)CC(=O)C2=C(C1)N(Cc1ccco1)C(=O)C2(NC(=O)C1CCCCC1)C(F)(F)F (stereo unspecified)
  -0.19, 69, -0.03

Further entries
Each structure is followed by: sdo1 growth, INS promoter inh, sdo1 growth Rescue 24 h
Cc1nn(C)c(C)c1/C=N/NC(=O)c1csc2ccccc12
  0.02, -11, -1
Cc1ccc(C)c(NC(=S)NNC(=O)c2csc(C(C)C)c2)c1
  -0.56, -54, -0.51
CCNc1nc(OC)nc(Oc2ccc(=O)n(-c3ccccc3)n2)n1
  0.13, 38, -0.23
COc1ccccc1/C=N/NC(=O)c1ccc(Cn2nc([N+](=O)[O-])cc2C)cc1
  0.24, 31, -0.82
Cc1ccc(SCCC(=O)Nc2cccnc2)cc1
  ·, 48, ·
O=C(Nc1nnc(-c2ccncc2)o1)c1ccc(Br)s1
  ·, -17, ·
Cc1ccc(-c2nn(Cc3ccccc3)cc2/C=C/C(=O)O)cc1C
  0.1, 29, 0.03
O=C(Cn1c2ccc(F)cc2c2nc3n(c(=O)c21)CCS3)Nc1ccccc1F
  ·, -47, ·
Cc1cccc2c1-c1sc(C(=O)Nc3cccc([N+](=O)[O-])c3C)cc1CO2
  -0.99, -61, 1.8
CCN(CC)c1ccc(C(=O)N/N=C(\C)c2ccc(OC)c(OC)c2)cc1
  0.91, ·, 0.47

Part of the list above in order of count of non-hydrogen atoms, rising:
Each structure is followed by: sdo1 growth, INS promoter inh, sdo1 growth Rescue 24 h
Cc1ccc(SCCC(=O)Nc2cccnc2)cc1
  ·, 48, ·
O=C(Nc1nnc(-c2ccncc2)o1)c1ccc(Br)s1
  ·, -17, ·
Cc1ccc(C)c(NC(=S)NNC(=O)c2csc(C(C)C)c2)c1
  -0.56, -54, -0.51
CCNc1nc(OC)nc(Oc2ccc(=O)n(-c3ccccc3)n2)n1
  0.13, 38, -0.23
COc1ccccc1/C=N/NC(=O)c1ccc(Cn2nc([N+](=O)[O-])cc2C)cc1
  0.24, 31, -0.82

The list goes on:
Each structure is followed by: sdo1 growth, INS promoter inh, sdo1 growth Rescue 24 h
COc1cccc(N(CC(=O)Nc2cccnc2)S(C)(=O)=O)c1
  ·, 44, ·
CN(C)S(=O)(=O)c1ccc(NC(=O)c2ccccn2)cc1
  0.55, -30, 0.54
CC(C)c1ccc(N(C(=O)c2csnn2)C(C(=O)NC(C)(C)C)c2cccnc2)cc1 (stereo unspecified)
  ·, -50, ·
CC(C)(C)NC(=O)CSc1nccn1Cc1ccccc1
  1.2, 20, 1.2
CC(=O)NNC(=O)CC(=O)Nc1nc(C23CC4CC(CC(C4)C2)C3)cs1
  0.43, 14, 0.05
CCn1c(-c2ccc([N+](=O)[O-])cc2)n[nH]c1=S
  -0.69, -4, -1.1
CCOC(=O)CCSc1nc(C)c2cc(C)c(C)cc2n1
  -0.61, -5, -0.77
O=C(c1cccc(Cl)c1)c1nn(-c2ccccc2)c(=O)cc1C(F)(F)F
  -1.5, -22, -0.32
COc1ccc(NC(=S)N2C3CCC2CC(NC(=O)NC24CC5CC(CC(C5)C2)C4)C3)c(OC)c1 (stereo unspecified)
  -0.15, 50, -0.63
CC(=O)Nc1ccc(S(=O)(=O)NCCSCc2c(Cl)cccc2Cl)cc1
  -0.5, -49, -0.82

Additional entries
Each structure is followed by: sdo1 growth, INS promoter inh, sdo1 growth Rescue 24 h
COc1ccc(NC(=S)N2CCC(c3nc4ccccc4[nH]3)CC2)c(OC)c1
  1.4, ·, 1.1
CC(C)CCN(C)c1ccc(/C=N/n2cnnc2)cc1
  0.1, 0, -0.03
CCNC(=O)NC(=O)C(C)Sc1ncc(C(F)(F)F)cc1Cl (stereo unspecified)
  ·, -14, ·
CC(/C=C(\NC(=O)c1ccccc1)C(=O)N=Nc1c(O)[nH]c2ccc(C)cc12)=C\c1ccccc1
  2.2, 31, 2
O=C(NCCC(=O)N1CCN(c2ncccn2)CC1)c1ccccc1
  -0.04, 36, -0.55
COc1ccc(C(=O)CCNc2cccc(Cl)c2)cc1
  -0.07, ·, 0.03
CCC(C)(C(=O)NC1CCCCC1)N(CC1CCCO1)C(=O)c1ccccn1 (stereo unspecified)
  0.33, -10, -0.73
Cc1ccc(C(O)c2ccncc2)cc1 (stereo unspecified)
  0.49, -3, -0.37
COc1ccccc1Oc1ccc2c(c1)C(=O)N(c1ccc(O)cc1)C2=O
  0.18, -12, 1.2
Nc1ccc2oc(=O)c3ccccc3c2c1
  0.77, ·, 0.93

(continued)
Each structure is followed by: sdo1 growth, INS promoter inh, sdo1 growth Rescue 24 h
CN1CCN(C=Nc2nc3ccccc3nc2N2CCCC2)CC1
  ·, 32, ·
COCCNC(=O)Cn1nc(C(F)(F)F)cc1C
  1.2, ·, 1.2
CC(/C=C/c1ccco1)=N\NC(=O)CNc1ccc2ccccc2c1
  ·, 54, ·
Cc1cccc(N(CC(=O)N2CCCC2)S(=O)(=O)c2ccccc2)c1C
  -0.17, -11, -0.22
Cc1nnc(SCC(=O)Nc2ccc(Cl)cn2)n1Cc1ccccc1
  -0.41, ·, -0.48
CCn1c(SCC(=O)c2ccc(CNC(C)=O)o2)nnc1-c1cccs1
  -0.12, ·, -0.15
C=CCc1cc(/C=N/NC(=O)CSc2nnc(CCCc3ccc(OC)cc3)o2)cc(OC)c1O
  1.5, -4, 4
CCCC(=O)NC(Nc1ccc(S(=O)(=O)Nc2cc(C)on2)cc1)(C(F)(F)F)C(F)(F)F
  0.32, -38, 0.65
COCC(=O)Nc1sc2c(c1C(=O)OC)C(C(=O)OC)CC2 (stereo unspecified)
  0.92, -16, 0.77
CCOc1ccc2nc(NC(=O)Cn3cnc4c3c(=O)n(C)c(=O)n4C)sc2c1
  0.39, ·, -0.34

Additional entries follow:
Each structure is followed by: sdo1 growth, INS promoter inh, sdo1 growth Rescue 24 h
O=C(CC1C(=O)N(c2ccccc2)C(=S)N1c1ccccc1)c1ccc(Br)cc1 (stereo unspecified)
  0.02, -21, 0.28
COCc1cc(C)nc(SCC(=O)N2CCC(C)CC2)c1C#N
  0.66, 45, 0.29
O=C(CSc1nnc(-c2cccnc2)o1)Oc1ccccc1
  0.42, 11, -0.68
CC(NC(=O)COc1ccc(/C=N/NC(=O)C(=O)Nc2ccccc2Br)cc1)c1ccccc1 (stereo unspecified)
  0.6, ·, 0.62
CCc1ccc(NC(=O)CSc2nnc(-c3n[nH]c4ccccc34)n2-c2ccccc2)cc1
  -0.57, ·, 0.65
CCOC(=O)CNC(=O)Nc1cc(C(C)(C)C)nn1-c1ccccc1
  0.86, 25, -0.13
O=C(CSc1nnc(COc2cccc3ccccc23)o1)N1CCN(C(=O)c2ccco2)CC1
  1.1, 44, 1.3
CC#CCCc1nc2ccccc2c(=O)n1N
  0.79, 50, -0.26
COc1cccc(/C=C/C(=O)OCC(=O)NCC2CCCO2)c1 (stereo unspecified)
  0.08, ·, -0.6
CCN(CC)S(=O)(=O)c1ccc2c(c1)nc(CCC(=O)OCC(=O)N1CCc3ccccc31)n2C
  1.3, -43, 2.4

(more compounds)
Each structure is followed by: sdo1 growth, INS promoter inh, sdo1 growth Rescue 24 h
Cc1ccsc1-c1nc(-c2ccccc2)c(-c2ccccc2)[nH]1
  -1, ·, 0.57
N#C/C(=C\c1ccc(OCc2ccccc2)cc1)C(=O)Nc1nc2c(s1)CCN(Cc1ccccc1)C2
  -2.2, -23, -1
CC(=O)NC1C(=O)N=C(SCC(=O)NC(C)c2ccccc2)NC1=O (stereo unspecified)
  -1.6, ·, -1.8
COc1ccc(/C=C/C(=O)OCC(=O)Nc2ccc(C)cc2)cc1S(=O)(=O)N1CCOCC1
  0.86, -10, 1.1
Cn1c(=O)c2c(c3ccccc31)OC(C)(C)CC2
  -1.2, 12, -0.16
CCOC(=O)CSc1nnc(CNC(=O)c2ccc(S(=O)(=O)N(C)C)cc2)n1C
  ·, -6, ·
Cc1sc2nc(N3CCOCC3)[nH]c(=O)c2c1-c1ccccc1
  0.38, 0, 0.63
CCCCN(C)Cc1c(C)[nH]c2ccc(C)cc2c1=O
  0.34, 30, -0.69
COc1ccc(C2C(C(=O)N3CCOCC3)=C(C)NC3=C2C(=O)CC(C)(C)C3)cc1O (stereo unspecified)
  -0.28, -17, -0.56
COc1ccc(-c2oc(NC(=O)CCl)c(C#N)c2-c2ccc(OC)cc2)cc1
  -2.7, -3, -1.8
CN(C)S(=O)(=O)Oc1ccccc1C(=O)Nc1cccc(C(F)(F)F)c1
  -1.2, 0, -0.96
COc1ccc2nc(Nc3nc(C)c(C(C)=O)s3)sc2c1
  -0.77, -34, -0.42

Taken from above:
Under sdo1 growth, COc1ccc(/C=C/C(=O)OCC(=O)Nc2ccc(C)cc2)cc1S(=O)(=O)N1CCOCC1 shows 0.86
Under sdo1 growth, COc1ccc(C2C(C(=O)N3CCOCC3)=C(C)NC3=C2C(=O)CC(C)(C)C3)cc1O (stereo unspecified) shows -0.28
